CYP2C19 act = human CYP2C19 activators, primary screen, biochemical, luminescence | Cytochrome P450 2C19 (Homo sapiens), P33261 | recombinant CYP2C19, luciferin-H EGE luminescence; active compounds read high; 0 = fully inhibited enzyme, 1 = untreated enzyme | activation factor at 5 µM | 96,000 tested, under 10 active;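 active = activation factor of at least 2 at 5 µM in the primary screen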;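 note: 0 = wells with 2.5 mM tranylcypromine and 1 = vehicle-only wells; values of inactives mirror those of a sister screen read the other way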
CD11b adhes enh = enhancers of CD11b/CD18 adhesion to fibrinogen, primary screen, K562 cells, luminescence; Integrin beta-2 (Homo sapiens) + Integrin alpha-M (Homo sapiens), P05107+P11215; 93,000 compounds, 0.07% hits; activation, % at 10 µM; ATPlite luminescence;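 active = 10 µM primary screen giving 50% or more activity, confirmed by 40% or more on retest at that dose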; note: strong numbers were not always called active
ERa coact pot = enhancers of ERα–SRC-1 coactivator binding, primary screen, biochemical, TR-FRET, ERα LBD, low estradiol. coactivator binding (% of control), % at 25.6 µM. Estrogen receptor (Homo sapiens), P03372. TR-FRET ERalpha-LBD/SRC-Cy5 coactivator binding, 2 h; 100 = basal binding, no effect. 86,000 compounds, 1.3% hits. AID 639, 2007; in the data active = activity above about 200%;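 note: binding measured in presence of low estradiol as agonist stimulus; 0% = peptide alone without receptor and 100% = receptor with peptide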
Target sequence (P03372 whole entry, looked up, the tested form may be a part): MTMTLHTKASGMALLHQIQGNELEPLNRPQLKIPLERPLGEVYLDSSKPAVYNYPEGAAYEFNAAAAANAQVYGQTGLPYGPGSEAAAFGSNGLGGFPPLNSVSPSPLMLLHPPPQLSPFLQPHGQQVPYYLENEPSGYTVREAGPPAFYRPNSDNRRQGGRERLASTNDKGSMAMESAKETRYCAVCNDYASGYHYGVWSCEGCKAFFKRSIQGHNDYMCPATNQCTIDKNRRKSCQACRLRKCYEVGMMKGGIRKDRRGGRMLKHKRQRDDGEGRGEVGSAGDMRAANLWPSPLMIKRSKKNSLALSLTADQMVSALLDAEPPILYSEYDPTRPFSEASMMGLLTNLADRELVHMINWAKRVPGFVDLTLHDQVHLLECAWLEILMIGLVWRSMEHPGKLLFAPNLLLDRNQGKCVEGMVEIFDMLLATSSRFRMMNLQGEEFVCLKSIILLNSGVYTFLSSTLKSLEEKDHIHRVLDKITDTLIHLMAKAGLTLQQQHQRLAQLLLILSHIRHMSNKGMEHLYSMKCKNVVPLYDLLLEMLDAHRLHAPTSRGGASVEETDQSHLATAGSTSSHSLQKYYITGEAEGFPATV
CYP2C19 inh = blockers of cytochrome P450 2C19 activity – biochemical, luminescence, ADME assay, primary screen | P33261 | CYP2C19 Supersomes, luciferin-H EGE luminescence, 30 min | inhibition, % at 5 µM | 96,000 compounds, 21% hits;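 active = CYP2C19 inhibition above a set limit at 5 µM in the primary screen, cut at about 50% in these data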;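 note: plate controls were negative control wells for no effect and 2.5 mM tranylcypromine positive control for full effect; values of inactives mirror those of a sister screen read the other way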
HUVEC inhibit = inhibitors of HUVEC proliferation, primary screen, cell-based, 384-well | CellTiter-Glo luminescence, 72 h; active compounds read low | viability, % at 10 µM (by protocol) | 86,000 compounds, 1.1% hits;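 active = viability at or below 30%; inactive = viability above 30%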;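 note: 100% = median luminescence of DMSO-only cell control wells on each plate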
ERa coact inh = ERα–SRC-1 coactivator interaction inhibitors, primary screen, biochemical, TR-FRET, ERα LBD, estradiol-bound; Estrogen receptor (Homo sapiens), P03372; TR-FRET ER-alpha LBD / SRC-1 peptide; inhibition, % at 25.6 µM; 86,000 compounds, 1.7% hits; in the data active = inhibition above about 50%;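 note: 0% = receptor plus peptide control and 100% = peptide only without receptor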
H69AR inhibit = proliferation blockers of H69AR lung cancer cells, primary screen, cell-based, human, 86K library. H69AR lung tumor viability, ATP luminescence, 72 h; active compounds read low. viability, % at 10 µM. 85,000 compounds, 6% hits;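 active = viability at or below 40%; inactive = viability above 40%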;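 note: multidrug resistant small cell line overexpressing MRP-1 efflux transporter; 100% = mean luminescence of untreated control wells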
CD11b adhes inh = inhibitors of CD11b/CD18 adhesion to fibrinogen, primary screen, K562 cells, luminescence. Integrin beta-2 (Homo sapiens) + Integrin alpha-M (Homo sapiens), P05107+P11215. ATPlite luminescence; Mn2+ added to activate the integrin. inhibition, % at 10 µM. 93,000 compounds, 0.54% hits. AID 1497, 2009;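 active = primary inhibition of 50% or more at 10 µM, then 40% or more on retest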; note: some results filed as inactive read as strong as hits
Lung fibro prol = antiproliferative effect on LL 47 fibroblasts – human, LL 47 cells, CellTiter-Glo luminescence, primary screen. LL 47 human lung fibroblast viability, ATP luminescence; active compounds read low. viability, % at 10 µM. 85,000 compounds, 1.1% hits. AID 719, 2007;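 active = viability at or below 50% in the single dose screen; inactive = viability above 50%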;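 note: compound exposure lasted 72 h before the ATP readout; 100% = median luminescence of untreated cell-only wells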
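Test system: LL 47 human lung fibroblasts; Quantity: 1,150 cells/well; Buffer or medium: IMEM plus 15% FBS; Dosing: tenfold compound dosing solution, DMSO at 0.1%; Timing: overnight cell rest, 72 h compound treatment at 37 °C; Detection: ATP-based CellTiter-Glo luminescent readout; Read-out basis: viability percentage against median untreated-cell control; Controls: cell-only wells, no compound.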
Active calls of the source: *; nt = no result given; [ ] = dose if it differs, or a comment. Hits appear at their usual frequency; 26% or so of the library scored in one or more.

SMILES | CYP2C19 act | CD11b adhes enh | ERa coact pot | CYP2C19 inh | HUVEC inhibit | ERa coact inh | H69AR inhibit | CD11b adhes inh | Lung fibro prol
Cc1ccc(S(=O)(=O)N2CCC(C(=O)NCc3ccncc3)CC2)cc1 | 0.2 | -2 | 109 | 84* | 97 | -4 | 95 | -4 | 101
CCCc1cc(=O)[nH]c(SCCOC(=O)c2ccccc2)n1 | 0.5 | -3 | 113 | 54* | 87 | -1 | 89 | -12 | 96
COc1ccc(CCCc2nnc(SCC(=O)Nc3cccc(C)c3)o2)cc1 | 0.5 | 0 | 116[fluorescence artefact?] | 54* | 88 | 2[fluorescence artefact?] | 97 | -5 | 99
FC(F)(F)C(Oc1nc(Nc2ccc(Cl)cc2)nc(N2CCOCC2)n1)C(F)(F)F | nt | nt | 96 | nt | 86 | -17 | 101 | nt | 96
Cc1cc(C(=O)OC2CCOC2=O)c2ccccc2n1 (stereo not drawn) | 0.9 | nt | 71 | 8 | 107 | -2 | 85 | nt | 101
CCCCCCN=CC1=C(O)C(C(=O)OC)C(C)(C)CC1=O (stereo not drawn) | 0.5 | -2 | 54 | 47 | 102 | 42[fluorescence artefact?] | 97 | -37 | 101
O=C(c1ccc(F)cc1)C(CN1CCOCC1)c1ccccc1 (stereo not drawn) | 0.4 | 2 | 121 | 59* | 51 | -11 | 91 | 10 | 25*
CCCn1c(N2CCN(C(=O)N3CCCCC3)CC2)nc2ccccc21 | 0.5 | 0 | 122 | 46 | 114 | 14 | 83 | 6 | 102
CC(Oc1ccc(F)cc1)C(=O)Nc1sc2c(c1C(=O)NCc1cccnc1)CCCC2 (stereo not drawn) | 0.2 | -4 | nt | 78* | nt | nt | nt | 29 | nt
Cc1onc(-c2ccccc2Cl)c1C(=O)N1CCN(C(=O)c2ccco2)CC1 | 0.9 | -1 | 138 | 12 | 95 | 0 | 95 | -20 | 101
CCN(CC)c1ccc(CNC23CN4CN(CN(C4)C2)C3)cc1 | 0.7 | 14 | 142 | 32 | 98 | -11 | 92 | -46 | 93
Cc1noc(C)c1C(=O)OCC(=O)NC(=O)NC12CC3CC(CC(C3)C1)C2 | 0.9 | -2 | 104 | 10 | 109 | -3 | 89 | 27 | 98
CCOC(=O)c1nn(-c2ccc3c(c2)OCO3)cc1O | nt | nt | 95 | nt | 90 | 8 | 90 | nt | 99
CS(=O)(=O)N1CCc2cc(C(=O)N3CCOCC3)ccc21 | 0.9 | 2 | 101 | 8 | 104 | -28 | 93 | -43 | 97
CCOc1cc(N2CCOCC2)c(OCC)cc1NC(=O)CN1CCc2ccccc2C1 | 0.6 | -3 | 86 | 38 | 78 | 1 | 74 | 14 | 102
COc1ccccc1C(=O)N1CCN(S(=O)(=O)c2ccccc2)CC1 | 0.1 | -2 | 108[fluorescence artefact?] | 93* | 91 | -7 | 79 | -7 | 97
COc1cc2c(C(=O)O)c(C)n(CC(C)C)c2c2ccccc12 | 1.2 | -2 | 71 | -21 | 107 | -5 | 81 | 1 | 96
CCCOCC1CC2(CC(C)(c3csc(N)n3)OC2=O)C(=O)O1 (stereo not drawn) | nt | nt | 110 | nt | 104 | -20 | 112 | nt | 100
c1ccc2c(c1)ncn2-c1ncnc2sc3c(c12)CCCC3 | 0.3 | -2 | 92 | 70* | 87 | 4 | 80 | 5 | 93
O=C(c1cccs1)N(Cc1ccco1)c1nc(-c2ccc(F)cc2)cs1 | nt | nt | 169[fluorescence artefact?] | nt | 103 | -9[fluorescence artefact?] | 93 | nt | 96
COc1ccccc1C(=O)n1nc(-c2cccnc2)nc1N | 1.1 | -1 | 116 | -5 | 100 | -1 | 103 | -1 | 94
O=c1oc2ccccc2c(N2CCCCC2)c1CN1CCCCC1 | nt | nt | 112 | nt | 88 | 0 | 87 | nt | 93
CC(C)NC(=O)NS(=O)(=O)c1cnccc1N1CCCCC1 | nt | nt | 107[fluorescence artefact?] | nt | 105 | 28[fluorescence artefact?] | 112 | nt | 109
O=C(CCC(=O)c1cccs1)OCc1nc2ccccc2s1 | 0.7 | 0 | 113 | 31 | 91 | 1[fluorescence artefact?] | 88 | 2 | 92
CS(=O)(=O)N1CCN(C(=O)c2cc(-c3cccs3)nc3ccccc23)CC1 | 0.8 | -7 | 102 | 23 | 88 | 28 | 82 | 0 | 95
O=C(NCCc1ccco1)c1nn(Cc2ccccc2)c(=O)c2ccccc12 | 1.1 | 0 | 93[fluorescence artefact?] | -8 | 98 | 16 | 73 | 8 | 92
O=C(c1ccccc1Br)N1CCN(c2ccccc2)CC1 | 0.4 | 6 | 141 | 60* | 86 | -2 | 85 | -25 | 88
Cc1cccc(N2CCN(S(=O)(=O)c3ccc4c(c3)CCN4C(=O)CCC(=O)O)CC2)c1C | 0.9 | 2 | 109 | 6 | 90 | -5 | 90 | 3 | 100
O=C(CSc1ccc2ccccc2c1)Nc1ccncc1 | 0 | -5 | nt | 97* | nt | nt | nt | 86* | nt
CCOc1ccc(-n2cc(C(=O)NCc3ccco3)c3cc(OC)c(OC)cc3c2=O)cc1 | 0.9 | -4 | nt | 12 | nt | nt | nt | 5 | nt
COC(=O)C1=C(C)NC(=O)NC1C1CC=CCC1 (stereo not drawn) | 1 | -6 | 88 | 4 | 99 | -4 | 92 | -2 | 102
COc1ccc(-c2noc(CSc3nc4ccccc4c(=O)n3-c3ccc(C)cc3)n2)cc1 | 0.4 | 6 | nt | 63* | nt | nt | nt | -18 | nt
CCC1CCCCN1CCCNC(=O)c1ccc(CS(=O)(=O)Cc2ccccc2F)o1 (stereo not drawn) | 0.8 | 2 | 77 | 20 | 94 | 23 | 105 | -14 | 96
Cc1ccc(Cn2ccc(=O)c(OCc3c(Cl)cccc3Cl)c2C)cc1 | 0.3 | 3 | 98 | 65* | 72 | 5[fluorescence artefact?] | 25* | -5 | 86
CCCCCC(=O)Nc1ccc2oc(-c3cccnc3)nc2c1 | 0.8 | 2 | 112[fluorescence artefact?] | 24 | 106 | -7 | 96 | -38 | 101
Fc1ccc(CNc2ncnc3c2cnn3-c2ccccc2)cc1 | 0.8 | -7 | 136 | 19 | 86 | 13 | 37* | 3 | 88
COCCCn1c(=N)c(C(=O)NCC2CCCO2)cc2c(=O)n3ccccc3nc21 (stereo not drawn) | 1 | 1 | nt | -2 | nt | nt | nt | -7 | nt
CC(=NCCCn1ccnc1)c1c(O)n(Cc2ccccc2)c(=O)[nH]c1=O | 0.6 | -4 | 84 | 44 | 91 | 1[fluorescence artefact?] | 88 | -6 | 98
CCCCOc1nc2ccccc2nc1C(C#N)C(=O)NC1CCCCC1 (stereo not drawn) | 0.9 | 0 | 122 | 12 | 112 | -5 | 94 | 9 | 110
CCOC(=O)c1c(NC(C)=O)sc2c1C1CCN2CC1 | nt | nt | 135 | nt | 100 | -6 | 79 | nt | 99
Cc1ccc(S(=O)(=O)NCCC(=O)Nc2ccc3c(c2)OCO3)cc1 | 0.2 | -2 | 123 | 84* | 104 | -7 | 108 | -18 | 103
CCCCCNc1nc(N2CCCC2)c2c(c1C#N)CCN(C)C2 | 0.7 | 3 | 116 | 29 | 4.9* | 4 | 2.1* | 8 | 39*
Cc1noc(NS(=O)(=O)c2ccc(NC(=O)CC34CC5CC(CC(Br)(C5)C3)C4)cc2)c1C | 1 | nt | 100 | -2 | 95 | -3 | 95 | nt | 105
Cc1cc(=O)[nH]c2c1c(=O)[nH]n2C1CC(C)N(C)CC1C (stereo not drawn) | 1 | 6 | 123[fluorescence artefact?] | -1 | 90 | -3 | 73 | -13 | 96
C=CCN(CC=C)S(=O)(=O)c1ccc(NC(=O)COc2ccccc2OC)cc1 | nt | nt | 95 | nt | 84 | -2 | 84 | nt | 99
CCOC(=O)C1(S(=O)(=O)c2ccccc2)CCN(Cc2ccccc2)CC1 | 0.5 | 5 | nt | 52* | nt | nt | nt | 33 | nt
CCOCCCNC(=O)N[C@@H](Cc1ccccc1)C(=O)OC | 1 | 2 | 103 | -1 | 99 | -6 | 84 | -11 | 95
COC(=O)C(Cc1ccc(O)cc1)NC(=O)c1ccccc1 (stereo not drawn) | 0.7 | -1 | 124 | 29 | 86 | 5[fluorescence artefact?] | 103 | -5 | 97
OC(COc1cccc2ccccc12)CN1CCCC1 (stereo not drawn) | 0.8 | 6 | 73 | 19 | 93 | 24 | 96 | 2 | 94
O=C(NCCCN1CCCC1=O)Nc1ccc(F)c(Cl)c1 | 0.8 | 4 | 104 | 18 | 99 | 4 | 89 | -2 | 111
CCC1(C)Cc2ccccc2-c2nc(-c3ccccc3)oc(=O)c21 (stereo not drawn) | 1.2 | -2 | 101 | -18 | 135 | -9 | 85 | 2 | 95
CCN(CC)S(=O)(=O)c1cccc2cc(C(=O)O)c(O)cc12 | 1 | 0 | 99 | 4 | 81 | -8 | 91 | 1 | 90
CC1Cc2cc(/C(O)=C3/C(=O)C(=O)N(CCCn4ccnc4)C3c3ccco3)ccc2O1 (stereo not drawn) | 1 | 1 | 81 | 1 | 93 | 21 | 92 | -7 | 97
C=CCNC(=S)NNC(=O)C(CCCC)CC(C)(C)O (stereo not drawn) | nt | nt | 99 | nt | 109 | -32 | 100 | nt | 95
O=c1oc(-c2ccccc2)nc2sc3c(c12)CCCC3 | 0.8 | -2 | 101 | 20 | 86 | -1 | 85 | -23 | 96
O=C(Nc1ccccn1)Nc1cccs1 | 0.9 | 5 | 117 | 8 | 91 | 1[fluorescence artefact?] | 101 | -8 | 103
C=CCn1c(C)nc2c(c1=O)c1nc3ccccc3nc1n2-c1ccc(C)cc1 | nt | nt | 95 | nt | 109 | -6 | 98 | nt | 101
Cc1cc(C)c(S(=O)(=O)N2CCC(C(=O)NCc3ccc(Cl)cc3Cl)CC2)c(C)c1 | 0.7 | 1 | 91 | 35 | 83 | -4 | 100 | -8 | 95
CCOC(=O)c1[nH]c(C)c(C(=O)OCC)c1C | 0.2 | 4 | 81[fluorescence artefact?] | 84* | 100 | 14 | 97 | 5 | 93

Bioassay records from PubChem.
